S3 lipid droplet: qHTS Assay for Lipid Storage Modulators in Drosophila S3 Cells; Drosophila S3 cells, BODIPY lipid droplet fluorescence, 18-24 h; cells fed with added oleic acid; actives 0.64% (n = 320,000); AID 2685, 2010; Potency in µM for hits, for the others lipid storage change, negative = inhibition, % at the top dose, mostly 46.1 µM; active = well fitted inhibition curve with a large enough effect in the signal ratio, with a control signal flat, not every such curve was filed as active; inconclusive = small, poorly fitted or top-dose-only effect, or effect the other way, or a change in a side signal; the % refers to the signal ratio
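Drosophila S3 cells loaded with oleic acid (400 uM, as added) and compounds at several concentrations; lipid droplets imaged by 488-nm laser-scanning cytometry, 500–530 nm intensity and object ratio to cell channel. Percent activity normalized to 20 uM Triacsin C.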
S3 lipid droplet cell count max: recorded beside S3 lipid droplet, whose call it bears; cell number change, %; measured here: cell count max response;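 cells counted by Cell Tracker Red CMTPX staining in the red channel; peak over a dose series mostly up to 46.1 µM; percent activity relative to internal control wells on each plate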
The depositor's hits bear a star; i = inactive; u = inconclusive; x = not tested or not shown; [ ] = another dose, or the depositor's remark. % is scaled to controls: 0 for no effect and ±100 for the full control effect; potency is read from the fitted curve at half-maximal effect. An excerpt. The share of hits here may be higher or lower than overall.

SMILES | S3 lipid droplet | S3 lipid droplet cell count max
Cc1cccc(C(=O)Oc2ccc3ccc(O)cc3c2)c1 | 3% | 4
C#Cc1ccc(CN2CCN(Cc3ccsc3)C(CCO)C2)cc1 (stereo not given) | 22% | x
Cc1ccsc1C(=O)NC1CCCN(Cc2ccc(Cl)cc2)C1 (stereo not given) | i | -14
CC(=O)Nc1ccccc1NC(=O)C/C(C)=N/NC(=O)c1ccc([N+](=O)[O-])c(Cl)c1 | 10% | -11
Cc1ccc(C(=O)Nc2ccc3cn[nH]c3c2)cc1S(=O)(=O)N1CCCCC1 | u | x
Cc1nc2cc(C(F)(F)F)ccc2n1C1CCN(C(=O)N2CCOCC2)CC1 | u | x
CC(C)CC(=O)Nc1ccc(C(=O)COC(=O)C2=COCCO2)cc1 | u | x
Cc1cc(/C=C(\C#N)C(=O)O)c(C)n1CC1CCCO1 (stereo not given) | u | x
Cn1ncc(Cl)c1C(=O)Nc1cccnc1 | 7% | 11
C/C(=N\NC(=O)NC1CCCCC1)c1ccc(Cl)s1 | 8% | -12
CC(c1nnc(SCC(=O)c2c(N)n(C)c(=O)n(C)c2=O)n1-c1ccc(Cl)cc1)N(C)C (stereo not given) | u | x
CCc1ccc2oc(-c3cccc(NC(=O)c4cccnc4)c3)nc2c1 | u | x
CSc1ncnc2sc(C)c(C)c12 | -26% | -25
CCCNC(=O)c1ccccc1C(=O)NC1(C(=O)NCCC)CCCC1 | u | x
O=S1(=O)CC2SC(=S)N(Cc3ccccc3)C2C1 (stereo not given) | -20% | -12
Cn1c(CO)cnc1-c1ccccc1 | 8% | x
O=C(c1ccccc1)N1CCN(CC(O)Cn2ccc3ccccc32)CC1 (stereo not given) | 10% | -10
c1ccc(Sc2ncnc3c2oc2ccccc23)nc1 | i | 4
CCOc1ccccc1NC(=O)C(C)SCc1ccccc1 (stereo not given) | 2% | -11
Cc1ccc(-c2cc(C(=O)NC3CCCCC3)no2)cc1 | u | x
CCC1CCCCN1C(=O)c1cc2cc(Br)ccc2oc1=O (stereo not given) | u | x
CC1CN(C(=O)c2cccc(COc3ccccc3Cl)c2)CC(C)O1 (stereo not given) | u | x
CCOCCCNC(=S)NNC(=O)CCn1nc(C)c(Br)c1C | u | x
Cc1cccc(NS(=O)(=O)c2ccccc2)n1 | -4% | 1
Cc1ccccc1NC(=O)c1ccc(NC(=O)C2CC(=O)OC23CCCCC3)cc1 (stereo not given) | -23% | 10
CC1(C)Cc2nc3sc4c(=O)n(CC(=O)NCc5ccccc5)cnc4c3cc2CO1 | u | x
COc1ccc(C(C(=O)NC2CCCC2)N(C(=O)c2snc(C(N)=O)c2N)c2cc(C)ccc2OC)cc1OC (stereo not given) | -18% | -1
CCOC(=O)c1sc2nc(NC(=O)C3CCCCC3)sc2c1C | 6%[9.22 µM] | 17
CCCNc1nc(-c2cc(-c3ccc(Cl)cc3)on2)cc(C(C)C)n1 | 1% | 13
COc1ccc(S(=O)(=O)NCC(c2cccnc2)N2CCN(Cc3ccccc3)CC2)cc1 (stereo not given) | u | x
Cc1ccc(Cc2cncc(O)c2)cc1S(=O)(=O)O | i | 3
CCOc1ccc(N2CC(C(=O)NCCc3ccc(S(N)(=O)=O)cc3)CC2=O)cc1 (stereo not given) | 25% | -1
O=C1c2ccccc2C(=O)N1Cc1ccccn1 | -22% | -28
COc1ccc(C(=O)N2CC(=O)N(CCc3ccccc3)C(=O)C2)cc1OC | u | x
CC(=O)c1ccccc1C(=O)N1CCCC(CNC(=O)c2ccccc2Cl)C1 (stereo not given) | i | x
COC(OC)C1Nc2ccccc2C(=O)N1c1ccc(F)cc1 (stereo not given) | u | x
Cc1nc2ccc(NC(=O)Cc3ccc4c(c3)OCCO4)cc2s1 | 6% | 10
Cc1ccc(NC(=O)CN(C)C(=O)Cn2ncc(Cl)c(Cl)c2=O)cc1 | u | x
COc1ccc(OC)c(NC(=O)c2cc(-c3cc(Cl)ccc3O)n[nH]2)c1 | u | x
COc1cc(OC)cc(C(=O)N2CCN(C(=O)Cc3ccccc3)CC2)c1 | 8% | 16
O=c1[nH][nH]cc1C=Nc1ccc(Oc2ccccc2)cc1 | u | x
Cc1ccc(C2Nc3cccc4cccc(c34)N2)s1 | u | x
COc1cc(NC(=O)C2CC(c3c(F)cccc3Cl)=NO2)cc(OC)c1OC (stereo not given) | 12µM* | -15*
COc1ccc(CC(=O)OCC(=O)Nc2ncc(Cl)cc2Cl)cc1 | 10% | -8
Cn1cc(S(=O)(=O)c2ccccc2)c(=O)c2cc(F)c(N3CCOCC3)cc21 | i | -21
Cc1cc(C)n2nc(C(=O)N/N=C/c3c4ccccc4cc4ccccc34)nc2n1 | u | x
COc1ccc(O)c(C(=O)c2cc(C(=O)NCCc3ccccc3)c(=O)n(CCc3ccccc3)c2)c1 | u | x
O=C(CN1C(=O)S/C(=C/c2ccncc2)C1=O)N1CCOCC1 | u | x
CC(=O)[C@H]1CC[C@H]2[C@@H]3CCC4=CC(=O)CC[C@]4(C)[C@H]3[C@H](O)C[C@]12C | -11% | 5
CC(OC(=O)CNC(=O)C12CC3CC(CC(C3)C1)C2)C(=O)Nc1ncc(Cl)cc1Cl (stereo not given) | i | -25
Cc1ccc(-n2c(O)c(C=NC3CCS(=O)(=O)C3)c3ccccc3c2=O)c(C)c1 (stereo not given) | 0% | 12
COc1ccc(C(=O)OCC(=O)Nc2cccc(C(C)=O)c2)cc1OC | i | 4
CCN(c1cccc(C)c1)c1nc2ccsc2c(=O)s1 | u | x
CC(C)CCNC(=O)c1ccc(Cl)c(NC(=O)Cc2ccccc2)c1 | u | x
CCN(CC)CCNC(=O)c1cc2ccccc2nc1Cl | -16% | -14
COc1c(Cl)cc(C(=O)NCc2ccco2)cc1Cl | u | x
CCOC(=O)c1cccc(NC(=O)c2ccccc2C)c1 | 26% | x
Cc1nc(SCC(=O)Nc2ccc3c(c2)OCCO3)nc(C)c1C | u | x
CCCCN1C[C@H](O)[C@@H](O)[C@H](O)[C@H]1CO | -15% | 0
O=C1O[C@@H](c2ccc(O)cc2)Cc2cccc(O)c21 | u | x

Following part.
SMILES | S3 lipid droplet | S3 lipid droplet cell count max
CN(C)S(=O)(=O)c1ccc(NC(=O)CN2CCN(C(c3ccccc3)c3ccccc3)CC2)cc1 | -1% | 9
CCc1c(O)nc(SCC(=O)NCc2ccco2)[nH]c1=O | -9% | -9
Cc1nnc(N/N=C/c2cccc(OCc3ccc(Cl)c(Cl)c3)c2)n1N | u | x
CCOC(=O)c1c(N)sc2c(OCC)c(Br)ccc12 | u | x
COCCNc1nc2c(c(=O)[nH]c(=O)n2C)n1CCCc1ccccc1 | 17% | 6
Cc1cc(O)c(C(C)C)cc1C1(c2cc(C(C)C)c(O)cc2C)OC(=O)c2ccccc21 | u | x
O=C(/C=C/c1c(Cl)cccc1Cl)NCCc1ccccc1 | -6% | 15
CCN1CCN(c2ccc(NC(=O)c3ccccc3F)cc2Cl)CC1 | 2% | 7
COc1ccc(CCNC(=O)C2CCCN(c3nn4c(=O)cc(C)nc4s3)C2)cc1OC (stereo not given) | u | x
CCN(CC(=O)NCCc1ccc(Cl)cc1)Cc1nc2ccccc2c(=O)[nH]1 | -16% | -17
C=CCn1c(SCC#N)nnc1-c1ccc2ncccc2c1 | -18% | -11
COc1ccc(-c2nc(C#N)c(N3CCc4ccccc4C3)o2)cc1OC | -16% | -8
CCC(=O)NCC(=O)OCC(=O)c1ccccc1 | 9% | 14
CCN1CCN(C(=S)NC(C)c2ccccc2)CC1 (stereo not given) | -6% | -3
CCOC(=O)N1CCN(C(=O)c2ccccc2NC(=O)c2ccc(F)cc2)CC1 | u | x
O=C(NCCN1CCOCC1)c1cc(-c2ccccc2)on1 | u | x
Cc1onc(-c2c(Cl)cccc2Cl)c1C(=O)N1CCN(c2ccc(F)cc2)CC1 | i | 22
CN(C)c1ccc(CC(=O)c2nc3ccccc3s2)cc1 | i | 14
Cc1cc(-c2n[nH]c(=S)n2/N=C/c2cccc([N+](=O)[O-])c2)n[nH]1 | u | x
NC(=O)CN1C(=O)NC2(CCCc3sccc32)C1=O (stereo not given) | u | x
COC(=O)c1ccccc1NC(=O)COC(=O)[C@H](C)NC(N)=O | i | x
COc1ccc(C(=O)NCC2CCCO2)cc1S(=O)(=O)N1CCCc2ccccc21 (stereo not given) | u | x
COc1cc(C2CC(=O)C3=C(C2)Nc2ncnn2C3c2cccs2)cc(OC)c1OC (stereo not given) | i | x
C/C=C(\C)CN1CCN(c2ccc(C)cc2)CC1 | -7% | -13
CCOc1c(OC)ccc2c3c(c(=O)oc12)CCCC3 | i | x
Cc1cc(C)c(C(=O)O)c(CC(C)(C)C(=O)O)c1 | u | x
COc1cccc(CN(C)CC(=O)Nc2cccc3ccccc23)c1 | 23% | x
CN(C)S(=O)(=O)c1cccc(NC(=O)COC(=O)CCC(=O)c2cccs2)c1 | u | x
Cc1cc(N2CCCCC2)nc(SCC(=O)c2ccccc2)n1 | i | 5
O=C(Nc1cc([N+](=O)[O-])ccc1C(=O)NCCN1CCOCC1)c1ccccc1 | u | x

Reformatted: results already given.
Results follow in this order: S3 lipid droplet	S3 lipid droplet cell count max
> CCCCN1C[C@H](O)[C@@H](O)[C@H](O)[C@H]1CO
    -15%	0
> Cc1ccc(C2Nc3cccc4cccc(c34)N2)s1
    u	x
> Cc1nnc(N/N=C/c2cccc(OCc3ccc(Cl)c(Cl)c3)c2)n1N
    u	x
> COc1ccc(C(=O)NCC2CCCO2)cc1S(=O)(=O)N1CCCc2ccccc21 (stereo not given)
    u	x
> CCCNc1nc(-c2cc(-c3ccc(Cl)cc3)on2)cc(C(C)C)n1
    1%	13

Additional records:
SMILES | S3 lipid droplet | S3 lipid droplet cell count max
CCc1ccc(NC(=O)Nc2cc(C(=O)NCC3CCCO3)ccc2N2CC3CC(C2)c2cccc(=O)n2C3)cc1 (stereo not given) | i | 21
COc1ccc(NC2CCCN(C(=O)C3(C)CCCCC3)C2)cc1OC (stereo not given) | i | x
O=S(=O)(Nc1ccc(Cl)cn1)c1ccc2c(c1)OCCO2 | 11% | -9
COC(=O)c1ccc(N2NC(=O)/C(=C/c3cc(OC)c(OC)c(OC)c3)C2=O)cc1 | -8% | x
CCOC(=O)C1C(=O)CC(C)(O)C(C(=O)OCC)C1c1ccccc1OC (stereo not given) | i | x
Cc1ccc(C)c2sc(NC(=O)c3nc4ccccc4s3)nc12 | u | x
Cc1c(-c2cccc(Cl)c2)nc2ccccc2c1C(=O)OCC(=O)Nc1ccc2c(c1)OCO2 | u | x
CC1(C)Cc2cccc(C(=O)NC3CCN(Cc4ccccc4)CC3)c2O1 | 10% | 25
CN(C1CCCCC1)S(=O)(=O)c1ccc(=S)[nH]c1 | u | x
COc1ccc(CNC(=O)C2CCN(C(=O)c3cccc(Cl)c3)CC2)cc1 | u | x
CNCC/C=C1/c2ccccc2CSc2ccccc21 | 6% | -1
N#Cc1sc2nc(C3CC3)cc(-c3ccc(Cl)cc3)c2c1N | u | x
COc1cccc(N2C(=O)C3C(C2=O)C3(c2ccccc2)c2ccccc2)c1 (stereo not given) | -2% | 1
Cc1ccc(OCC(=O)NNC(=O)c2ccccc2OCc2c(C)noc2C)cc1 | u | x
NC(=O)c1cc2cc(Cc3ccccc3Cl)ccc2oc1=O | u | x
COC(=O)c1cnn(-c2ccc(C)c(C)c2)c1-n1cccc1 | 6% | 8
O=C(Cc1ccccc1)NCc1n[nH]c(=S)n1-c1ccccc1 | -10% | -16
CCOc1ncccc1C(=O)Nc1ccc(F)c(Cl)c1 | 23%[9.22 µM] | -2
O=C(CN(Cc1ccco1)C(=O)Cn1nnc(-c2cccs2)n1)NCc1ccccc1 | u | x
O=C(NCCC1=CCCCC1)c1ccc(-n2cncn2)cc1 | i | -5
C[C@@H]1CCC2[C@](C)(CO)[C@@H](O)CC[C@]2(C)[C@@]12CC[C@@](CO)(CC(=O)O)O2 (stereo not given in full) | u | x
COC(=O)c1ccc(CSc2nnc(Nc3ccc(OC)cc3)s2)o1 | u | x
CCN(Cc1ccccc1)C(=O)COC(=O)c1cnc(C)cn1 | -30% | x
Cc1ccc(S(=O)(=O)N2CCCC2)cc1C(=O)Nc1ccc(-n2cnnn2)cc1 | 8% | 9
CCN(CC)CCCN(C(=O)c1ccccc1F)c1nc(-c2ccc(OC)cc2)cs1 | u | x
O=c1cc2ncc(-c3[nH]ncc3[N+](=O)[O-])cn2[nH]1 | 2% | 8
CCc1nn(CC(=O)NCCCN2CCOCC2)c(=O)c2cc3cc(F)ccc3n12 | u | x
C/C(=N/NC(=O)CCc1c(C)n[nH]c1C)c1cccc([N+](=O)[O-])c1 | 5% | -3
CC(C)CC(=O)/C=C/n1c(=S)oc2ccccc21 | 23µM* | -3.2*
N=c1c(C(=O)NCc2ccc(F)cc2)cc2c(=O)n3ccccc3nc2n1CC1CCCO1 (stereo not given) | -20% | 10
COc1ccc2[nH]c(CN3CCN(CC(C)C)C(CCO)C3)c(C)c2c1 (stereo not given) | 4% | 3

Source: PubChem BioAssay
